Assay outcomes from PubChem BioAssay.
FLuc modulator = qHTS profiling assay for firefly luciferase inhibitor/activator using purifed enzyme and Km concentrations of substrates (counterscreen for miR-21 project); purified FLuc, Km substrates, luminescence inhibition; Potency, µM (highest dose often 57.5 µM), for inactives: at the highest dose activity change, negative = inhibition, hits mostly inhibitors; actives 6.9% (n = 360,000); AID 588342, 2011; active means well fitted inhibition curve with a large enough effect; inconclusive means small, poorly fitted or top-dose-only effect;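 further: plate controls were vehicle for no effect and reference inhibitor for full effect; nearly all actives have a fitted effect of over 55% in size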
Target sequence (P08659 whole entry, looked up): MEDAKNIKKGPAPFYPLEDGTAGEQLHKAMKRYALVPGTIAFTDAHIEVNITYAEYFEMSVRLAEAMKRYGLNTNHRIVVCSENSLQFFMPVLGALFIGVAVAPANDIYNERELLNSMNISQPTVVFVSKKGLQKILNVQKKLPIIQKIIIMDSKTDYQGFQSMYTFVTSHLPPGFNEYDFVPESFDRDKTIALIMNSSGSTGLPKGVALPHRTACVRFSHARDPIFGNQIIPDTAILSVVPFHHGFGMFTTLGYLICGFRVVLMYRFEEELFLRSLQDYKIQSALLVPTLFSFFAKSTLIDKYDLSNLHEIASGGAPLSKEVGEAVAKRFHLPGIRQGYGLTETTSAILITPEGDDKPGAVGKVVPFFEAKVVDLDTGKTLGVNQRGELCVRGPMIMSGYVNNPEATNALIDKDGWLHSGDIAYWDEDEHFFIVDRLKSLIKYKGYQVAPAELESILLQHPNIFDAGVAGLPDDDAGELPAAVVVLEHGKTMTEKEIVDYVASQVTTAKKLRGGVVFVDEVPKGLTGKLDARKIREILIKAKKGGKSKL
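Purified P. pyralis luciferase (10nM final) with 10uM D-luciferin and 10uM ATP (Km levels) in 50mM Tris acetate pH 7.5, 10mM Mg acetate, 0.01% Tween-20, 0.05% BSA; qHTS 6-point titration, ~60 µM downward; luminescence read.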
An asterisk follows results filed as active; ? = inconclusive. Potency means the concentration at half of the fitted maximal effect.

SMILES	FLuc modulator
COc1ccc(N2CC(NC(=O)c3ccco3)CC2=O)cc1 (stereo unspecified)	-3%
COC(=O)c1ccc(NC(=O)CC2Nc3cc(C)c(C)cc3NC2=O)cc1 (stereo unspecified)	-18%
CCCC(=O)N1CC(=O)Nc2ccc(Cl)cc2C1c1ccccc1 (stereo unspecified)	0%
COc1ccccc1NC(=O)c1sc2cccc(Cl)c2c1Cl	-14%
COc1ccc(NC(=O)c2c(NCc3cccs3)sc3c2CCC(C)C3)c(OC)c1 (stereo unspecified)	?
CCc1ccc(NC(=O)c2ccc(F)c(S(=O)(=O)N3CCC(C)CC3)c2)cc1	-8%
CCc1ccc(CNC(=O)c2cc3c(=O)n(Cc4cccs4)ccc3nc2C)cc1	2%
Cc1ccc(NC(=O)Cn2cc3c(n2)CCCC3)cc1Cl	-1%
CCc1ccc(CNC(=O)C2CCN(c3nnc(-n4c(C)ccc4C)s3)CC2)cc1	-11%
Cc1cccc(-c2cc(C(=O)O)c3c(-c4ccc(F)cc4)[nH]nc3n2)c1	?
Cc1cc(-c2ccc(C)c(S(=O)(=O)Nc3cccc(C)n3)c2)on1	-8%
Cc1ccc(N2CC(NC(=O)c3ccc(S(=O)(=O)N(C)C)cc3)CC2=O)cc1C (stereo unspecified)	-5%
Cc1ccc(-n2c3nc(=O)[nH]c(=O)c-3cc3c(Cl)cccc32)cc1	-3%
CCc1ccc(NC(=O)CN2C(=O)C(=O)c3ccccc32)cc1	0%
O=C(NCc1ccccc1)c1ccc2c(c1)nc1n2CCOC1	-10%
Cc1ccc(NC(=O)Cn2c(-c3ccc4c(c3)OCO4)cn(-c3ccccc3)c2=O)cc1	12µM*
CCOc1ccccc1NC(=O)c1cc2c(=O)[nH]c3ccccc3c2s1	-2%
CCc1ccc(NC(=O)CSc2nc3ccccc3nc2Cc2ccccc2OC)cc1	-4%
Cc1cc(Nc2ccc(C)c(C)c2)n2cnnc2n1	-14%
Cc1ccc(-n2nc3c(=O)n(CCCC(=O)NC(C)c4ccccc4)nc(C)c3c2C)cc1 (stereo unspecified)	-2%
Cc1cc(C)c(Cn2c3ccccc3c3cnn(CC(=O)NC4CCCCCC4)c(=O)c32)c(C)c1	0%
CCOc1ccccc1N1CC(c2nc3ccccc3n2CCOc2ccc(C(C)(C)C)cc2)CC1=O (stereo unspecified)	-16%
O=C(Cn1ncc2c3ccccc3n(Cc3cccc(Cl)c3)c2c1=O)NC1CCCCCC1	-4%
Cc1cccc(Cn2nnc3c(=O)[nH]c(C4CCCN(C(=O)c5ccc(C(C)(C)C)cc5)C4)nc32)c1 (stereo unspecified)	-19%
Cc1cc(Nc2ccc(Br)cc2)nc(C)n1	21µM*
Later entries
SMILES	FLuc modulator
CCCCn1c(=O)c2oc3ccccc3c2n(Cc2ccccc2C)c1=O	1%
COc1ccccc1N1CCN(S(=O)(=O)CCNC(=O)COc2ccc(F)cc2)CC1	-6%
CCOc1ccc(NC(=O)CSc2nc3nc(C)c(Cc4ccccc4)c(C)n3n2)cc1	-6%
COc1ccccc1Cn1c(CNS(=O)(=O)c2ccccc2Cl)nc2cccnc21	2%
CC(C)CCn1c(=O)c2sccc2n2c(CCCC(=O)NC(C)C)nnc12	-7%
O=C(NCc1ccccc1)c1ccc2c(c1)N(Cc1ccc(F)cc1)CCS2	7%
COc1ccc(OC)c(NC(=O)CSc2c3c(nc4cc(Cl)ccc24)CCCC3)c1	-18%
CC(C)OCCCn1c(SCC(=O)c2ccccc2)nc2c(sc3ccccc32)c1=O	-1%
Cc1ccc(NC(=O)c2nc(S(=O)(=O)Cc3cccc(C)c3)ncc2Cl)cc1	-19%
COc1cccc(CNCCCSc2nnnn2C)c1	-6%
COc1ccc(N(C(=O)c2cccc(C)c2)S(=O)(=O)c2ccc(C)cc2)cc1	5%
COc1ccc(Br)cc1CNC(=O)c1ccc2nc(C(C)C)oc2c1	1%
Cc1ccc(/C=C/C(=O)Nc2nc(-c3cccs3)ns2)cc1	-18%
CN1c2ccc(Cl)cc2-c2nc(SCC(=O)Nc3cc(F)ccc3F)ncc2S1(=O)=O	-12%
CCn1c(CN2CCOCC2)nc2cc(NC(=O)c3cccc([N+](=O)[O-])c3)ccc21	-11%
COc1cc(NC(=O)Cc2noc3ccccc23)cc(OC)c1OC	-7%
Cc1ccc(-c2cn3c(n2)sc2cc(C(=O)NC(C)C45CC6CC(CC(C6)C4)C5)ccc23)cc1 (stereo unspecified)	-5%
Cc1cc(C)n(-c2nc(C)c(C)c(=O)n2CC(=O)Nc2ccc(Cl)c(Cl)c2)n1	2%
Cc1cc2c(n1-c1ccc(C(=O)NCCc3ccc(Cl)cc3)cc1)CCC(C)C2 (stereo unspecified)	-14%
CC1CCN(C(=O)c2ccccc2NC(=O)c2nsc3ccccc23)CC1	?
CCOc1ccccc1NC(=O)c1nc2nc(C)cc(C(F)F)n2n1	-1%
COc1cc(OC)cc(C(=O)NCCc2csc(-c3cccc(C)c3)n2)c1	?
Cc1ccc(F)cc1NC(=O)CCc1c(C)nn(-c2ccc(N3CCCC3)nn2)c1C	-17%
COc1ccc(OC)c(NC(=O)c2ccc(-c3nc(CSc4ccccc4)c(C)o3)cc2)c1	-2%
Cc1ccc(NC(=O)Cn2ccn(-c3ccc(F)c(F)c3)c(=O)c2=O)cc1C	-1%
Later entries
SMILES	FLuc modulator
O=S(=O)(c1cccc(Cl)c1)c1nnn2c1nc(NC1CCCC1)c1sccc12	-2%
O=C(CCCCCn1c(=O)[nH]c2ccccc2c1=O)N1CCN(c2ccc(Cl)cc2)CC1	-12%
COc1ccc(OC)c(CNc2nc3ccc(C)cc3n3nnnc23)c1	-7%
CCOc1ccc(CC(=O)NCCc2csc(-c3ccc(C)cc3)n2)cc1	-9%
COc1ccc(C2N=C(N)Nc3nc4ccccc4n32)c(OC)c1OC (stereo unspecified)	4%
Cc1cccc(NC(=O)N2CCc3c(sc4c3CCCC4)C2c2ccc(F)cc2)c1 (stereo unspecified)	-1%
COc1ccc(-n2nc3c(N4CCCC(C(=O)NCc5ccc(C)cc5)C4)nnc(C)c3c2C)cc1 (stereo unspecified)	-9%
CCOc1ccc(Br)cc1C1C(C(=O)OC)=C(C)NC2=C1C(=O)c1ccccc12 (stereo unspecified)	-14%
Cc1ccc(CNC(=O)c2cnc3c(-c4ccccc4)c(C)nn3c2C)o1	-12%
O=C(Nc1cccc(Cl)c1)c1cc2c(=O)[nH]c3ccccc3c2s1	?
Cc1cc(C)c2oc(C(=O)Nc3c(C(=O)c4ccccc4)oc4ccccc34)cc(=O)c2c1	5%
Cc1cc(C)cc(NS(=O)(=O)c2ccc3[nH]cc(C(=O)N4CCCCC4)c(=O)c3c2)c1	?
COc1ccc2c(c1)c(CC(=O)Nc1cccc(F)c1C)c(C)n2C(=O)c1ccc(Cl)cc1	-1%
CCCCCn1c(NCc2ccccc2OC)nc2ccccc21	-18%
Cc1ccc(Cl)cc1N1CCN(CCCNC(=O)Cn2ncc3c([nH]c4ccccc43)c2=O)CC1	0%
COc1ccc(NC(=O)Cn2nnc(C(=O)Nc3ccc(C)c(F)c3)c2N)cc1Cl	-4%
Cc1cc(C)c(NC(=O)c2nc3ccccc3nc2N2CCCCC2)c(C)c1	0%
Cc1cccc(CNC(=O)Cn2ccc3cc(S(=O)(=O)N4CCC(C)CC4)ccc32)c1	2%
COC(=O)c1ccc(NC(=O)CC2C(=O)N(c3ccc(Cl)cc3)C(=O)N2Cc2ccco2)cc1 (stereo unspecified)	?
Cc1ccc(S(=O)(=O)CC(=O)Nc2sc3c(c2C#N)CCCCC3)cc1	?
Cc1cccc(-c2nc3c4ccccc4nc(N4CCN(c5cc(C)ccc5C)CC4)n3n2)c1	2%
CCc1nn(CCCC(=O)NCc2ccc(OC)c(OC)c2)c(=O)c2cc3occc3n12	-11%
O=C(NCc1ccc(Cl)cc1)C(=O)Nc1cccc(Br)c1	-4%
CCN(CC)CCCNC(=O)CSc1nc(-c2ccc(OC)cc2)cc(C(F)(F)F)n1	-5%
COc1ccc(NC(=O)C(=O)NCc2ccco2)cc1	-8%

Exported bar-delimited: entries from further up
structure | FLuc modulator
Cc1cc(C)cc(NS(=O)(=O)c2ccc3[nH]cc(C(=O)N4CCCCC4)c(=O)c3c2)c1 | ?
COc1ccc2c(c1)c(CC(=O)Nc1cccc(F)c1C)c(C)n2C(=O)c1ccc(Cl)cc1 | -1%
CCCCCn1c(NCc2ccccc2OC)nc2ccccc21 | -18%
Cc1ccc(Cl)cc1N1CCN(CCCNC(=O)Cn2ncc3c([nH]c4ccccc43)c2=O)CC1 | 0%
COc1ccc(NC(=O)Cn2nnc(C(=O)Nc3ccc(C)c(F)c3)c2N)cc1Cl | -4%
Cc1cc(C)c(NC(=O)c2nc3ccccc3nc2N2CCCCC2)c(C)c1 | 0%
Cc1cccc(CNC(=O)Cn2ccc3cc(S(=O)(=O)N4CCC(C)CC4)ccc32)c1 | 2%
COC(=O)c1ccc(NC(=O)CC2C(=O)N(c3ccc(Cl)cc3)C(=O)N2Cc2ccco2)cc1 (stereo unspecified) | ?
Cc1ccc(S(=O)(=O)CC(=O)Nc2sc3c(c2C#N)CCCCC3)cc1 | ?
Cc1cccc(-c2nc3c4ccccc4nc(N4CCN(c5cc(C)ccc5C)CC4)n3n2)c1 | 2%
CCc1nn(CCCC(=O)NCc2ccc(OC)c(OC)c2)c(=O)c2cc3occc3n12 | -11%
O=C(NCc1ccc(Cl)cc1)C(=O)Nc1cccc(Br)c1 | -4%
CCN(CC)CCCNC(=O)CSc1nc(-c2ccc(OC)cc2)cc(C(F)(F)F)n1 | -5%
COc1ccc(NC(=O)C(=O)NCc2ccco2)cc1 | -8%

Next section.
SMILES	FLuc modulator
Cc1ccc(NC(=O)c2nc(S(C)(=O)=O)ncc2N(Cc2cccc(F)c2)Cc2ccco2)cc1C	-3%
COc1ccc(Cn2c(C(=O)O)c(CNCc3ccco3)c3ccc(C)cc32)cc1	5%
CCOc1ccc(-c2nonc2NC(=O)c2oc3cc(C)c(C)cc3c2C)cc1OCC	-7%
Cc1cccc(NC(=O)CSc2nnc(CNC(=O)c3c(F)cccc3Cl)o2)c1C	6%
COc1cccc(CNC(=O)Cc2c(C)c3c(cc(C)c4c(C)coc43)oc2=O)c1	-3%
COc1cc(NC(=O)c2c(C)oc3ncnc(N4CCCCC4)c23)cc(OC)c1	0%
Cc1cc(=O)n(CC(=O)Nc2ccc(Cl)c(Cl)c2)c(-n2nc(C)cc2C)n1	-14%
CC(Sc1oc(-c2ccco2)nc1S(=O)(=O)c1ccc(Br)cc1)c1ccccc1 (stereo unspecified)	3%
CCOC(=O)CSc1nc2cc3c(cc2c(=O)n1CCCCCC(=O)NCc1ccc(OC)cc1)OCO3	-5%
Cc1ccc(CCNC(=O)c2cc(Nc3ccc(C)c(C)c3)nc3ccccc23)cc1	?
CCc1ccc(-c2nc3cc(NC(=O)c4cc5ccccc5cc4OC)ccc3o2)cc1	-15%
Cc1ccc(-c2cc(C(=O)Nc3cc([N+](=O)[O-])ccc3C)no2)cc1F	-3%
CCOc1ccc(C(=O)Nc2c(C(=O)Nc3ccccc3OC)oc3ccccc23)cc1OCC	?
COc1ccc(OC)c(-n2cnc3cc(C(=O)NC4CCCC4)ccc32)c1	1%
Cc1ccc(NC(=O)C2CCN(S(=O)(=O)c3cccc4nonc34)CC2)cc1C	-5%
COc1ccc(CCNC(=O)CSc2nc3nc(C)c(Cc4ccc(C)cc4)c(C)n3n2)cc1OC	-4%
Cc1cccc2sc(N(Cc3cccnc3)C(=O)CCc3ccccc3)nc12	-17%
COc1ccc(C(=O)c2c(N)c(-c3nc(-c4ccccc4)cs3)c3ccccn23)cc1	-11%
COc1ccc(NC(=O)CN(C)S(=O)(=O)c2ccc3nc(C)sc3c2)cc1	-1%
Cc1nc2ccn(Cc3ccco3)c(=O)c2cc1C(=O)N1CCN(c2ccccc2F)CC1	-3%
CCN(CC)C(=O)c1sc2c(c1C)c(=O)n(Cc1ccccc1)c(=O)n2Cc1cc(C)ccc1C	2%
Cc1ccc(C)c(N2CCN(C(=O)c3ccc(-c4nc(COc5ccccc5)c(C)o4)cc3)CC2)c1	-6%
COCCNC(=O)c1cnn(-c2ccc(C)cc2C)c1C1CCN(C(=O)OC(C)(C)C)CC1	3%
CCCC(=O)NC1CC(=O)N(c2ccc3c(c2)OCCO3)C1 (stereo unspecified)	-2%
CCOc1ccc(CCNS(=O)(=O)c2cc(Br)cc3c2N(C(C)=O)CC3)cc1OCC	3%
(further entries)
SMILES	FLuc modulator
CCCCC(Sc1nc2cc3c(cc2c(=O)n1CCCC(=O)NCc1ccc2c(c1)OCO2)OCO3)C(=O)OCC (stereo unspecified)	5%
COc1ccc(CCNC(=O)c2cnn(-c3cccc(C)c3)c2C2CCN(C(=O)OC(C)(C)C)CC2)cc1OC	-8%
Cc1ccc2nc(-c3ccccc3O)c(Nc3ccccc3C)n2c1	-4%
COCCCNC(=O)c1cnc2c(-c3ccc(F)cc3)c(C)nn2c1C	-2%
Cc1ccc2c(=O)cc(C(=O)Nc3c(C(=O)c4ccccc4)oc4ccccc34)oc2c1C	-3%
CCCCNc1nc(Oc2ccc(=O)n(-c3ccccc3)n2)nc(N(C)C)n1	-10%
CCOc1ccc(C(=O)N2CCC(c3nc(-c4ccc(S(=O)(=O)N5CCCC5)cc4)no3)CC2)cc1	-3%
Cc1cccc(CSc2nc3cc(C(=O)NC4CCCC4)ccc3c(=O)n2Cc2ccccc2)c1	0%
COCCCNC(=O)CSc1nc(-c2ccc(OC)cc2)[nH]c1-c1ccc(OC)cc1	-5%
COc1ccc(S(=O)(=O)Nc2cc3c(cc2N2CCOCC2)n(C)c(=O)n3C)cc1	7%
CCn1c(SCc2ccccc2Cl)nc(=O)c2c(C(=O)OC)cc(C3CC3)nc21	?
COc1cccc(CNC(=O)c2cnc3c(-c4ccc(F)cc4)c(C)nn3c2C)c1	0%
Cc1cc(Br)ccc1NC(=O)c1cn(C2CCCC2)c(=O)c2c1c1ccccc1n2C	-1%
Cc1c(C(=O)Nc2ccc(F)c(C(F)(F)F)c2)sc2nc(-c3ccccc3)cn12	-1%

Not all compounds are listed; count on the stated rates, not on these rows.
